EPAC1 antag – qHTS for Antagonist of cAMP-regulated guanine nucleotide exchange factor 3 (EPAC1): primary screen | Rap guanine nucleotide exchange factor 3 (Homo sapiens), O95398 | EPAC1 GEF assay, Rap1b-BODIPY-GDP exchange fluorescence | Potency, µM (series often up to 115 µM), for the others: at the top dose activity change, negative = inhibition, most hits filed as inhibitors | 360,000 tested, 0.14% active;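 further: potency means the concentration at half of the fitted maximal effect; plate controls were vehicle for no effect and positive control for full effect; nearly all actives have a fitted effect of over 50% in size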
Target sequence (O95398 whole entry, looked up): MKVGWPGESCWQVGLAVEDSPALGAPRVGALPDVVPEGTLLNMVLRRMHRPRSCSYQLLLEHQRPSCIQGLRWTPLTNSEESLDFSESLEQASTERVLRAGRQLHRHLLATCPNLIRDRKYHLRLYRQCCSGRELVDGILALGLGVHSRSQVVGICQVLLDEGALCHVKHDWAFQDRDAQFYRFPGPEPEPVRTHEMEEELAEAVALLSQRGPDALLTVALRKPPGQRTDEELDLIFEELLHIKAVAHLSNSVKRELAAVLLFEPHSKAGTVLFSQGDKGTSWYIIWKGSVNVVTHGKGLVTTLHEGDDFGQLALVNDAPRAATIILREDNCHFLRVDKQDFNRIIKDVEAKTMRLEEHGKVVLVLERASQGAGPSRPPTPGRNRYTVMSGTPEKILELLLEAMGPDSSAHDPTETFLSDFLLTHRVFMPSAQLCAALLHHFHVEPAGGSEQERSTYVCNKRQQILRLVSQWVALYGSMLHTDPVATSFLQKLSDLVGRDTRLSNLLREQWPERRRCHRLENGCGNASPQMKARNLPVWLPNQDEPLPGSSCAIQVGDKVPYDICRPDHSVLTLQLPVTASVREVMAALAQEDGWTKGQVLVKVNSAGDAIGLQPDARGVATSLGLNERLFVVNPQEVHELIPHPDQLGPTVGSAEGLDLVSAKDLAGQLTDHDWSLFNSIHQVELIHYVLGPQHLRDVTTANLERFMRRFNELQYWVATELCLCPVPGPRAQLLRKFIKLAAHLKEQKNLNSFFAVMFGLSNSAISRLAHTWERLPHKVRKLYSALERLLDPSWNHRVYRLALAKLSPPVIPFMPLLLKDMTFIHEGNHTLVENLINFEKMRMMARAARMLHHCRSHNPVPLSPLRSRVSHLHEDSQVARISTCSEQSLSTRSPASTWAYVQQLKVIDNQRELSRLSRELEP
GLP-1R inv ag – qHTS of GLP-1 Receptor Inverse Agonists (Inhibition Mode). 410,000 tested, 1.6% active. Potency, µM (highest dose often 38.3 µM), for inactives: at the highest dose activity change, negative = inhibition, usual class: inhibitors. Glucagon-like peptide 1 receptor (Homo sapiens), P43220. AID 624417, 2012. HEK293 GLP-1R CRE-luciferase, luminescence, 24 h; GLP-1R form is constitutively active; further: potency means the concentration at half of the fitted maximal effect; on the % scale 0 is the no-effect control and ±100 the full control effect; nearly all actives have a fitted effect of over 55% in size
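GLP-1R inverse agonism mode: basal reporter luminescence in engineered HEK293 cells measured after one day of compound exposure at 37 deg C, with a 12 min room-temperature detection step.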
PI5P4Ka inh – qHTS for Inhibitors of phosphatidylinositol 5-phosphate 4-kinase (PI5P4K); 330,000 tested, 1.2% active; PI5P4Kalpha enzyme, ADP-Glo luminescence, 60 min; stronger effect = lower value; Phosphatidylinositol 5-phosphate 4-kinase type-2 alpha (Homo sapiens), P48426; max response, %; active means max response of -50% or lower; inconclusive means between -30% and -50%; inactive means -30% or higher; further: value at the top dose of about 77 µM; on the % scale 0 is the no-effect control and ±100 the full control effect
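Compounds were pin-transferred onto PI5P4Kalpha and substrate in HEPES pH 7.4 buffer with EGTA, CHAPS and 5% DMSO. ATP (5 microM final) started the reaction, which ran 60 minutes at room temperature before ADP-Glo detection.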
GLP1R ag – qHTS of GLP-1 Receptor Agonists | HEK293 GLP-1R CRE-luciferase, luminescence, 4-6 h; cells express a hypersensitive GLP-1R form | Potency, µM (top dose mostly 45.6 µM), without a hit: top-dose activation, actives largely listed as activators | 380,000 tested, 0.007% active | AID 624172, 2012; further: potency means the concentration at half of the fitted maximal effect; % of control where 0% means no effect
GLP1R cytotox – qHTS of GLP-1 Receptor Inverse Agonists: Cytotox Screen; HEK293 cAMP-luciferase reporter cells, luminescence, 24 h; Potency, µM (top dose mostly 38.3 µM), for inactives: at the top dose activity change, negative = inhibition, usual class: inhibitors; 410,000 tested, 0.13% active; AID 624418, 2012;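 further: loss of luciferase light is scored as toxicity; potency means the concentration at half of the fitted maximal effect; on the % scale 0 is the no-effect control and ±100 the full control effect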
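Luminescence readout: signal drop marks cytotoxicity. Plated cells grew 12 h at 37 °C, 5% CO2, received 23 nL compound for 24 h, then got luciferase reagent, read after 12 min at RT.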
EPAC1 ag – qHTS for Agonist of cAMP-regulated guanine nucleotide exchange factor 3 (EPAC1): primary screen. Rap guanine nucleotide exchange factor 3 (Homo sapiens), O95398. EPAC1 agonist qHTS, biochemical assay; response scale: 100% = response to 6.5 mM cAMP. Potency, µM (top dose mostly 154 µM), inactives show at the highest dose activation, usual class: activators. 360,000 tested, 0.073% active. AID 720707, 2013; further: potency means the concentration at half of the fitted maximal effect; nearly all actives have a fitted effect of over 60% in size
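Multi-concentration qHTS readout: loss of Rap1B-bound BODIPY-GDP fluorescence driven by 100 nM EPAC1 with excess GDP (50 uM), monitored kinetically at room temperature; agonist response expressed relative to 6.5 mM cAMP.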
IL-2 act – qHTS of IL-2 Activators. IL-2 activation reporter assay, cell-based qHTS; stimulated with anti-CD3/CD4/CD28 beads; in transgenic mouse T cells. activation, % (series mostly up to about 46 µM). 360,000 tested, 0.065% active. AID 652025, 2013; in the data active means activation above about 50%; inconclusive means mostly about 30% to 49%; further: 0% is about no effect
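Unstimulated transgenic mouse T cells, 750 per well, received compound and, after 60 minutes, anti-CD3/anti-CD4 bead plus anti-CD28 stimulation. EGFP and DsRed were quantified after 18 hours.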
PLK1 PBD block – qHTS for Inhibitors of PLK1-PDB (polo-like kinase 1 - polo-box domain): Primary Screen. Plk1 PBD binding of FITC phosphopeptide, fluorescence polarization. Potency, µM, inactives show max response, negative = inhibition, actives largely listed as inhibitors. 360,000 tested, 2.8% active. AID 720504, 2013; further: potency means the concentration at half of the fitted maximal effect; series mostly up to about 57 µM; on the % scale 0 is the no-effect control and ±100 the full control effect; nearly all actives have a fitted effect of over 65% in size
PTHR1 agonist – qHTS for PTHR1 Agonists: Primary Screen | Parathyroid hormone/parathyroid hormone-related peptide receptor (Homo sapiens), Q03431 | HEK293 GP2 PTHR1 cells, GloSensor cAMP luminescence, 1 h | Potency, µM (highest dose often 115 µM), without a hit: top-dose activation, usual class: activators | 410,000 tested, 0.075% active; further: potency means the concentration at half of the fitted maximal effect; nearly all actives have a fitted effect of over 55% in size; some results filed as inactive show a strong effect at the top dose; inactives centre near -15; many of its hits are not listed in these tables
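HEK-293-derived GP2 cells expressing PTHR1 and a GloSensor cAMP reporter, 3,000/well, plated overnight, given luciferin plus IBMX (each 0.5 mM as added) for 1 h at 37 °C, then compound for 1 h at 37 °C. Luminescence was read after 15 min at room temperature.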
The depositor's hits bear a star; i = inactive; u = inconclusive; x = not tested or not shown; [ ] = remark or other dose. Unless noted, the call rests on the fitted dose curve; in most records, active means well fitted curve in the direction sought with a large enough effect; inconclusive means small, poorly fitted or top-dose-only effect, or another doubt; inactive means no such curve, though single readings can be large; an effect the other way counts as inactive or inconclusive.

SMILES	EPAC1 antag	GLP-1R inv ag	PLK1 PBD block	IL-2 act	EPAC1 ag	PTHR1 agonist	GLP1R cytotox	GLP1R ag	PI5P4Ka inh
COCCNC(=O)CSc1nc2cc3c(cc2c(=O)n1CCCC(=O)NCc1ccc(OC)cc1)OCO3	-15%	-10%[7.66 µM]	-1%	-0.1	10%	-15%	5%[7.66 µM]	-2%	-2
C/C(=N\Nc1nc(-c2cc(C)ccc2C)cs1)c1cc2c(ccc3ccccc32)oc1=O	u	11%	u	-0.6	-3%	i	12%	-24%	u
CCOC(=O)c1c(NC(=O)CSc2n[nH]c(N)n2)sc(CC)c1C	u	347%[activator]	-7%	-1.9	8%	12%	6%	14%	x
CCn1c(SCC(=O)N2CCCCC2C)nc2ccsc2c1=O (stereo not given)	5%	-6%	0%	-0.3	8%	-21%[57.5 µM]	-17%	u	x
CC(=O)c1ccc(NC(=O)c2sc3nc4n(c(=O)c3c2C)CCCCC4)cc1	-27%	u	1%	-3.5	6%	-9%	-9%	-2%	4
Cc1cc(C)cc(N2CC(C(=O)Nc3cc(C)on3)CC2=O)c1 (stereo not given)	9%	12%	-4%	-0.1	8%	i	-6%	14%	0
CC(C)(C)c1ccc(S(=O)(=O)Nc2noc3ccccc23)cc1	-13%	u	-14%	-3.6	-2%	-38%[inhibitor]	-19%	20%	2
CCc1cc2c(cc3c(=O)n(CC(=O)NCCCN4CC(C)CC(C)C4)ncn32)s1 (stereo not given)	9%	-13%	-5%	-3.3	-27%	-21%	3%	-1%	0
CCOC(=O)N1CCN(C(=O)c2cc(COc3cccc(C(C)=O)c3)on2)CC1	-7%	6%	-3%	-0.4	-10%	-18%	6%	0%	-5
CN(c1ccccc1)S(=O)(=O)c1ccc2[nH]c(=O)[nH]c2c1	9%	2%	1%	-0.4	18%	-21%	-21%	4%	0
Cc1cnn(C(=O)c2ccccc2Br)c1	u	0%	-9%	0.4	5%	i	8%	9%	x
CC[C@H](C)[C@@H](C(=O)N1CCNCC1)n1cc([C@@H](N)CC(C)C)nn1	-3%	-13%	1%	-0.5	-2%	-23%	18%	-4%	-8
CC(C)N1CCC(n2nccc2NC(=O)c2ccc3c(c2)OCO3)CC1	3%	3%	-3%	-2.0	2%	-5%	5%	-1%	-6
CCOc1ccccc1CN1CCC(n2nccc2NC(=O)C2CCCC2)CC1	2%	-13%	-5%	-3.1	9%	-18%	-1%	-5%	-4
N#Cc1ccccc1OCC(=O)NC(N)=O	0%	10%	u	1.4	0%	i	-18%	-14%	5

A run of entries of the results above, for reference:
SMILES	EPAC1 antag	GLP-1R inv ag	PLK1 PBD block	IL-2 act	EPAC1 ag	PTHR1 agonist	GLP1R cytotox	GLP1R ag	PI5P4Ka inh
COCCNC(=O)CSc1nc2cc3c(cc2c(=O)n1CCCC(=O)NCc1ccc(OC)cc1)OCO3	-15%	-10%[7.66 µM]	-1%	-0.1	10%	-15%	5%[7.66 µM]	-2%	-2
C/C(=N\Nc1nc(-c2cc(C)ccc2C)cs1)c1cc2c(ccc3ccccc32)oc1=O	u	11%	u	-0.6	-3%	i	12%	-24%	u

(next part)
SMILES	EPAC1 antag	GLP-1R inv ag	PLK1 PBD block	IL-2 act	EPAC1 ag	PTHR1 agonist	GLP1R cytotox	GLP1R ag	PI5P4Ka inh
O=C(COc1ccc(F)cc1)Nc1cc(S(=O)(=O)N2CCCCC2)ccc1N1CCCCC1	-9%	u	5%	-4.9	4%	-21%	-11%	-1%	7
CC1=C(C(N)=O)C(c2ccc(C)cc2)n2nc(SCc3ccccc3F)nc2N1 (stereo not given)	x	6%	x	x	x	-9%	-2%	-2%	x
O=C(Nc1ccc(Cl)cc1)c1cccc(S(=O)(=O)Nc2ccccn2)c1	2%	-16%	-4%	-1.3	1%	-43%[inhibitor]	5%	-1%	-5
COc1ccc(OC)c(S(=O)(=O)Nc2cc3c4c(c2)CC(=O)N4CCC3)c1	-2%	37%[activator]	2%	1.1	9%	-11%	-5%	20%	5
O=C(CCSc1nc(-c2ccc3c(c2)OCO3)cc(C(F)(F)F)n1)NCc1ccccc1	-7%	u	-11%	-2.6	-8%	0%	-9%	3%	14
Cc1ccc2nc(-c3ccco3)c(CC3CCCCC3)n2c1	-8%	-6%	-18%	0.4	5%	-20%	-7%	7%	-22
CCCCCC(O)(c1ccc(OC)cc1)C(CN1CCOCC1)c1ccccc1 (stereo not given)	5%	u	-1%	-0.6	2%	-20%	u	14%	-2
CSc1ncc(CN2CCN(CCC(C)C)C(CCO)C2)cn1 (stereo not given)	-14%	-15%	-3%	-2.0	2%	i	-10%	4%	-4
C[C@H](NC(=O)c1ncn(Cc2ccccc2)c1C(=O)N[C@@H](C)c1ccccc1)c1ccccc1	-19%	u	-3%	0.0	7%	-24%	-10%	15%	18
O=C(NCc1ccccc1)N[C@@H](Cc1c[nH]c2ccccc12)C(=O)O	-7%	6%	-1%	0.0	11%	i	6%	-12%	x
Cc1ccc(S(=O)(=O)NC(=O)Nc2ccc(C)cn2)cc1	-10%	12%	u	2.1	6%	i	32%[activator]	5%	0
CC(C)C(NC(=O)C1CC(=O)N(Cc2ccccc2)C1)c1nc2ccccc2[nH]1 (stereo not given)	u	-21%	-1%	-0.1	-4%	-3%	0%	9%	-7
CC(C)c1ccc2occ(-c3nn[nH]n3)c(=O)c2c1	9%	16%	-15%	5.4	0%	-5%	11%	1%	-1
Cc1cc(OC(C)C(=O)NCc2ccccn2)c2c(C)cc(=O)oc2c1 (stereo not given)	8%	10%	27µM*	3.4	-6%	-6%	0%	-2%	4
COc1ccc(CNC(=O)C2(CC(=O)NC(C)(C)C)CCCC2)cc1	3%	-19%	7%	-0.2	-5%	i	-36%	0%	-6

In the list so far, these have an aryl methoxy group:
SMILES	EPAC1 antag	GLP-1R inv ag	PLK1 PBD block	IL-2 act	EPAC1 ag	PTHR1 agonist	GLP1R cytotox	GLP1R ag	PI5P4Ka inh
COCCNC(=O)CSc1nc2cc3c(cc2c(=O)n1CCCC(=O)NCc1ccc(OC)cc1)OCO3	-15%	-10%[7.66 µM]	-1%	-0.1	10%	-15%	5%[7.66 µM]	-2%	-2
COc1ccc(OC)c(S(=O)(=O)Nc2cc3c4c(c2)CC(=O)N4CCC3)c1	-2%	37%[activator]	2%	1.1	9%	-11%	-5%	20%	5
CCCCCC(O)(c1ccc(OC)cc1)C(CN1CCOCC1)c1ccccc1 (stereo not given)	5%	u	-1%	-0.6	2%	-20%	u	14%	-2
COc1ccc(CNC(=O)C2(CC(=O)NC(C)(C)C)CCCC2)cc1	3%	-19%	7%	-0.2	-5%	i	-36%	0%	-6

Additional entries
SMILES	EPAC1 antag	GLP-1R inv ag	PLK1 PBD block	IL-2 act	EPAC1 ag	PTHR1 agonist	GLP1R cytotox	GLP1R ag	PI5P4Ka inh
O=C(NCc1ccc(F)c(F)c1)c1ccc(-c2ccc(F)c(F)c2)c2ccoc12	-6%	u	-9%	-0.4	9%	-52%[inhibitor]	1%	-1%	8
COc1cc2c(cc1OC)C(C)N(C(=O)c1cc(C)on1)CC2 (stereo not given)	-1%	u	-3%	-1.1	-9%	u	u	31%	-12
O=C(O)CSCC(=O)N(c1ccccc1)c1ccccc1	-6%	9%	-3%	0.6	-3%	i	7%	1%	1
CCOC(=O)C1CCCN(C(=O)/C=C/c2ccc(OC)cc2)C1 (stereo not given)	21%	5%	-8%	-3.2	-6%	-20%	-8%	0%	0
Cn1c(Cc2cccc3ccccc23)nnc1SCc1ccc([N+](=O)[O-])cc1	2%	-24%	-10%	-2.6	17%	-33%[inhibitor]	-3%	3%	-11
CCOC(=O)Oc1ccc2oc(=O)cc(C)c2c1	8%	0%	0%	-2.7	-9%	i	-10%	-3%	-5
COc1ccc(NC(=O)Nc2ccccc2F)c([N+](=O)[O-])c1	-13%	12%	-1%	-1.2	-9%	i	-8%	2%	2
O=C(CSc1nnnn1C1CCCC1)Nc1ccccc1F	0%	-2%	1%	0.9	7%	i	7%	-1%	8
O=C(NCCO)c1ccccc1O	6%	-4%	1%	-1.2	-5%	-6%[57.5 µM]	-10%	-2%	0
CN(c1ccc(OCC(=O)Nc2ccc3[nH]c(=O)[nH]c3c2)cc1)S(=O)(=O)c1ccc(Cl)cc1	2%	5%	2%	2.5	6%	-2%	0%	5%	u
Cc1cc(C(=O)COC(=O)C2COc3ccccc3O2)c(C)n1CC1CCCO1 (stereo not given)	u	2%	-5%	-1.3	5%	-16%	0%	-7%	0
CC(=O)NC(Cc1cccc(F)c1)C(=O)NC1CCN(C(=O)Nc2ccccc2)CC1 (stereo not given)	2%	-4%	10%	0.8	5%	-26%	6%	9%	-10
CC(=O)N1CCc2c(sc(NC(=O)CS(=O)(=O)c3ccc(F)cc3)c2C#N)C1	-5%	-3%	-9%	0.8	4%	-17%	-3%	-1%	-8
O=c1cc(-c2ccccc2)c2c([nH]1)CCCC2	7%	1%	-1%	-3.2	0%	-4%	-11%	17%	x
O=C(O)c1ccc(N/N=C/C2=C(N3CCOCC3)C(=C\c3ccccc3)/CC2)cc1	-5%	4%	u	-3.2	12%	-13%	0%	4%	-3
c1nc(CCO[C@H]2CCCCO2)cc2cc3c(cc12)OCO3	0%	u	-6%	-0.2	5%	-48%	-4%	-4%	2

Only part of the results is shown, so the mix of outcomes need not match the whole.
